Source: PubChem BioAssay
ATG4B inhibitor: blocks human ATG4B protease cleavage of LC3 substrate. ATG4B cleavage of LC3-PLA2, NBD-HPC fluorescence, 1 h. inhibition, % at 8.33 µM. Q9Y4P1. AID 504462. 0.51% of 340,000 active; in the data active = inhibition above about 40%
SENP8 inh: inhibitors of human SENP8 protease | Q96LD8 | recombinant SENP8, Nedd8 substrate fluorescence | inhibition, % at 20 µM | 0.64% of 360,000 active; in the data active = inhibition mostly above about 40%, no sharp cut-off; inactive = mostly below about 27%
Target sequence (Q96LD8 whole entry, looked up): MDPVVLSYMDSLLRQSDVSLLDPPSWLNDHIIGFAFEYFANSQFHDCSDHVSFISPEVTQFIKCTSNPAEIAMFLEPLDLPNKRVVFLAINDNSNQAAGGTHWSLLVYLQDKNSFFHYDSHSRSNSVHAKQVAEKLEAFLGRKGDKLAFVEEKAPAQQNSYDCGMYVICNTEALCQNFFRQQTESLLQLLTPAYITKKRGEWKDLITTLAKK
hIAP act: increases human intestinal alkaline phosphatase activity | activation factor at 10 µM | purified human IAP, CDP-Star luminescence, 30 min; hits give high values; 1 = vehicle-only enzyme, 0 = enzyme-free background | P09923 | 0.16% of 330,000 active;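 active = activation factor of the enzyme at least 2-fold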; also: the source names both 10 and 20 µM as test concentration; values of inactives mirror those of a sister screen read the other way
Target sequence (P09923 whole entry, looked up): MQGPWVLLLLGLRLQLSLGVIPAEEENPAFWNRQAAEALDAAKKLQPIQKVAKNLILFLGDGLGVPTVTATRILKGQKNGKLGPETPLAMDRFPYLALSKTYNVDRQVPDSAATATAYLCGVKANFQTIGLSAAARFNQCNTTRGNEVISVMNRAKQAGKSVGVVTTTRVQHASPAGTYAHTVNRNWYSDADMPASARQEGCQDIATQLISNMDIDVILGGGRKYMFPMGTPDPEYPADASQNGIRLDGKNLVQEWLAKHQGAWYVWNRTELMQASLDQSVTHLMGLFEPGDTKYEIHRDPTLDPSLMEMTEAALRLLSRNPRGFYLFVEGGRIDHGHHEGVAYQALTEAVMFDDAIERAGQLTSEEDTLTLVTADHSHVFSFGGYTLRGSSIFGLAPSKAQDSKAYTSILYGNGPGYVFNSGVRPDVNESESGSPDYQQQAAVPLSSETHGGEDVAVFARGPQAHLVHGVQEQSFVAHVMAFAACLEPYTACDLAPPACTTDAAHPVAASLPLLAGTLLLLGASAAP
SENP1 FRET inh: blocks the human SENP1 SUMO protease catalytic domain; Q9P0U3; recombinant SENP1 catalytic domain, CyPet-SUMO1-YPet FRET cleavage; inhibition, % at 10 µM; 0.21% of 360,000 active;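 active = inhibition at least 30% at 10 µM, raw YFP signal under a set limit, fluorescence ratio 0.5 to 1.5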;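 also: 0% = enzyme with DMSO and 100% = no enzyme wells; some results filed as inactive read as strong as hits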
Target sequence (Q9P0U3 419-644 limits assumed): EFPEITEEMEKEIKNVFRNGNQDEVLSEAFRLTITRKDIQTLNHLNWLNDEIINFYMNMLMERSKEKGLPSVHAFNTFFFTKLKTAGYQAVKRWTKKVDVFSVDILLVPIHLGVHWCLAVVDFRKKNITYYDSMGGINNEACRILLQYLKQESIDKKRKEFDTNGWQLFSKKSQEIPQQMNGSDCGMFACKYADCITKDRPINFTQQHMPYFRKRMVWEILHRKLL
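Compound: 10 µM single point, 0.5% DMSO; Test system: hSENP1 catalytic domain, recombinant; Timing: 50 min reaction at room temperature; Technique: FRET, CFP and YFP emission; Control set: no-enzyme wells low, DMSO-plus-enzyme wells high control.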
PfG6PD inh: PfG6PD (Plasmodium falciparum) enzyme inhibition | PfGluPho enzyme, NADPH resazurin-diaphorase fluorescence | 0.78% of 350,000 active | AID 504690 | inhibition, % at 20 µM;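 active = inhibition reaching at least a set limit at 20 µM in the primary screen, cut at about 59% in these data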;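 also: 0% = DMSO wells with substrate and 100% = DMSO wells lacking glucose-6-phosphate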
MPTP block: permeability transition pore inhibition; AID 602449; inhibition, % at 10 µM; 1.4% of 360,000 active; isolated mouse mitochondria, Ca2+ swelling absorbance, 30 min;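 active = inhibition of 50% or more, scaled per plate between neutral and stimulator controls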;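 also: 0% = DMSO wells given calcium and 100% = 1 mM EGTA wells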
SENP6 block: inhibitors of human SENP6 protease. Q9GZR1. Recombinant SENP6 catalytic domain, aminoluciferin luminescence. inhibition, % at 10 µM. 1.8% of 330,000 active;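 active = inhibition above about 50% at the single tested dose, limit read from the data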;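 also: plate controls were DMSO wells with enzyme for no effect and DMSO wells lacking enzyme for full effect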
GRIN3A LBD mod: modulates the human NR3A ligand-binding domain; AID 1259313; 2.5% of 340,000 active; Tm shift relative to glycine control, % at 25 µM; NR3A LBD differential scanning fluorimetry, Tm shift; 0% = protein alone, 100% = glycine-bound protein;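 active = melting temperature shift of at least 10% of the positive control shift, at one fixed dose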
Numbers without * were called inactive; · = no result given. Not a hit list; overall some 6.7% were active at least once.

SMILES	ATG4B inhibitor	SENP8 inh	hIAP act	SENP1 FRET inh	PfG6PD inh	MPTP block	SENP6 block	GRIN3A LBD mod
COc1cccc(-c2nn(C)c3sc(C(=O)N4CCN(c5ccccc5)CC4)cc23)c1	-15	-57	1	3	9	0.7	-10	-1
CCOC(=O)N(C)C[C@@H]1OCc2cnnn2CCCC(=O)N([C@@H](C)CO)C[C@@H]1C	·	10	·	0	-8	-0.4	·	·
CC(=O)Nc1ccc(N=C(C2=C(O)c3ccccc3C2=O)c2ccccc2)cc1	-22	28	1.1	4	-6	2.1	23	-1
Cc1cccc(C)c1OCc1cc(C(=O)N2CCN(c3ccccn3)CC2)no1	57*	12	0.99	0	3	-1.0	13	0
COc1ccc(-c2cc3ccccc3oc2=O)cc1NC(=S)NC(=O)c1ccc2c(c1)OCCO2	6	-339	0.93	-44	-14	0.2	-7	0
O=C(NNS(=O)(=O)c1ccccc1Cl)C1COc2ccccc2O1 (configuration not stated)	7	1	0.98	2	0	-0.7	-7	-1
C/C=C/C=N/NC(=O)CN(c1ccc(Br)cc1)S(=O)(=O)c1ccccc1	13	7	0.94	0	-15	1.8	-6	2
CC1(C)C(C=C(Cl)Cl)C1C(=O)N1CCN(c2ccccc2)CC1 (configuration not stated)	10	10	0.95	1	16	-1.7	-8	-3
CC(=O)N1c2ccc(S(=O)(=O)N3CCC(C(=O)Nc4cccc(C)c4C)CC3)cc2CC1C (configuration not stated)	13	15	0.93	-1	17	-2.3	3	3
CCc1cc(=O)[nH]c(-n2[nH]c(-c3ccccc3)cc2=O)n1	-3	4	1.9	-1	-20	-0.7	9	0
Cn1nccc1CNC(=O)c1c(Cl)cnn1C	-6	6	0.99	2	-10	-1.4	15	0
CC(C)CN(CC(C)C)S(=O)(=O)N1CCC(C(=O)NCc2ccccn2)CC1	9	15	0.92	1	-22	1.7	-9	0
CCNc1nc(NCC)n2c(SCC(=O)Nc3ccc(Br)cc3F)nnc2n1	4	4	1.1	2	39	-1.6	-10	3
Cc1cc(C(=O)CSc2nnc(-c3cccc(F)c3)n2N)c(C)n1Cc1ccc2c(c1)OCO2	-1	13	1	-3	-6	3.3	0	0
CCOC(=O)CNC(=O)CSc1nnc(-c2cccc(OC)c2)n1CC	-2	13	1	3	8	-0.1	-6	0

Among those listed so far, 3 have an aryl methoxy group:
SMILES	ATG4B inhibitor	SENP8 inh	hIAP act	SENP1 FRET inh	PfG6PD inh	MPTP block	SENP6 block	GRIN3A LBD mod
COc1cccc(-c2nn(C)c3sc(C(=O)N4CCN(c5ccccc5)CC4)cc23)c1	-15	-57	1	3	9	0.7	-10	-1
COc1ccc(-c2cc3ccccc3oc2=O)cc1NC(=S)NC(=O)c1ccc2c(c1)OCCO2	6	-339	0.93	-44	-14	0.2	-7	0
CCOC(=O)CNC(=O)CSc1nnc(-c2cccc(OC)c2)n1CC	-2	13	1	3	8	-0.1	-6	0

Carrying on:
SMILES	ATG4B inhibitor	SENP8 inh	hIAP act	SENP1 FRET inh	PfG6PD inh	MPTP block	SENP6 block	GRIN3A LBD mod
C=CCn1c(=S)sc2c(=O)[nH]c(C)nc21	-11	14	1.1	2	17	0.3	-8	0
COc1ccc(C(=O)c2nc3c(n2O)CCCC3)cc1OC	-1	10	0.95	2	6	-1.7	-10	2
COc1ccc(NC(=O)N2CCC(n3cnc4ccccc43)CC2)cc1	-14	13	0.92	-1	-6	-0.3	-13	0
CCCC(=O)N1CCN(c2nc3ccccc3s2)CC1	-2	-10	1.1	-6	-14	1.6	13	-1
CC1=Nc2ccc(C)cc2/C1=C/c1c(N)n2c(S(=O)(=O)C(C)C)nsc2nc1=O	12	-35	·	-93	-38	7.5	·	18*
Cc1ccsc1C(=O)N1CCC(CO)(Cc2ccccc2)CC1	5	6	1.1	0	-1	-1.7	-25	3
CCCOc1ccc(/C(O)=C2/C(=O)C(=O)N(c3cc(C)on3)C2c2ccc(C(=O)OC)cc2)cc1 (configuration not stated)	-3	-17	0.77	2	-30	-1.2	9	-8
O=C(CSc1nc2c(oc3ccccc32)c(=O)n1CC1CCCO1)NCc1ccc(F)cc1 (configuration not stated)	2	6	0.83	3	22	-0.5	7	0
O=C(N=C1SCC(=O)N1c1ccccc1)c1ccco1	3	28	0.9	-4	10	10	-17	2
COc1ccccc1NC(=O)CCCc1c[nH]c2ccccc12	-3	-5	1.1	-1	-3	2.1	-15	-1
C1=C2C[N+]3(CCCC3)CC2Cc2ccc3ccccc3c21 (configuration not stated)	-12	17	1.1	0	-10	-2.0	-1	1
CC1Cc2ccccc2N1CC(=O)N(C)c1c(N)n(Cc2ccccc2)c(=O)[nH]c1=O (configuration not stated)	-16	-34	0.94	-42	10	-1.2	-7	0
COc1ccccc1/C=N\Nc1ccccc1[N+](=O)[O-]	4	50*	1.1	1	-16	0.3	94*	-2
O=C(CN(c1ccccc1)S(=O)(=O)c1ccc(Cl)cc1)Nc1ccccc1C(=O)N1CCCC1	-8	11	1.1	0	1	0.0	-16	0
O=C(CN1C(=O)c2ccc(Br)cc2C1=O)NCC1CCCO1 (configuration not stated)	5	1	1.1	-1	-7	-0.9	-7	-1

2 compounds from above, reduced to GRIN3A LBD mod.
mol | GRIN3A LBD mod
Cc1ccsc1C(=O)N1CCC(CO)(Cc2ccccc2)CC1 | 3
CCCOc1ccc(/C(O)=C2/C(=O)C(=O)N(c3cc(C)on3)C2c2ccc(C(=O)OC)cc2)cc1 (configuration not stated) | -8

Further structures
SMILES	ATG4B inhibitor	SENP8 inh	hIAP act	SENP1 FRET inh	PfG6PD inh	MPTP block	SENP6 block	GRIN3A LBD mod
COc1cc(CN(C)Cc2cccc3ccccc23)cc([N+](=O)[O-])c1O	1	17	0.88	3	-12	1.1	-11	0
Cc1ccc(NC(=O)Nc2ccccc2F)cc1S(=O)(=O)N1CCOCC1	-7	15	1.1	0	-1	1.8	-3	-2
C[C@@H]1CN([C@H](C)CO)C(=O)CCCn2nncc2CO[C@H]1CN(C)Cc1ccc(Oc2ccccc2)cc1	·	16	·	1	7	-1.4	·	·
O=C(O)C1=C(C(=O)O)C2CCC1C2	·	4	·	2	-4	0.8	·	·
CC(C)(C)OC(=O)NCCCCCNC(=O)c1ncn2c1c(=O)[nH]c1ccccc12	·	-379	·	-1	-3	-1.9	·	·
O=C(N/N=C/c1cccs1)c1n[nH]c2c1CCC2	-5	4	1.2	3	-1	-1.1	79*	0
CCNc1nc(-c2cc3ccccc3o2)cs1	-13	-34	1.1	-10	18	1.6	-24	1
COc1cc2c(cc1NC(=O)COCC(=O)O)oc1ccccc12	1	9	1	1	-3	-0.3	-21	0
O=C(CSc1nnc(SCc2ccc(Cl)cc2)s1)N1CCN(C(=O)c2ccco2)CC1	-16	22	1	2	5	1.3	-6	-1
COc1cc(C)c(Cl)cc1S(=O)(=O)NCc1ccccn1	-8	10	1.2	1	10	0.6	4	1
CC1CCCN(C(=O)CCNC(=O)Cn2cnc3ccccc3c2=O)C1 (configuration not stated)	-11	13	0.97	1	-1	0.8	-10	2
O=C(Nc1ccc(-c2nnc3n2CCCCC3)cc1)c1ccco1	-4	17	1	0	-5	1.6	-8	0
Cc1ccc(OC(=O)c2cc(C)nn2C(C)(C)C)cc1	-1	9	0.87	3	0	2.2	-2	1
Cc1ccc(C(=O)NCc2ccco2)c(C)c1	-1	8	1.2	3	-6	0.5	-7	0
COc1cc(/C=C/C(=O)NCCc2ccc(S(N)(=O)=O)cc2)ccc1OCC#N	-15	-41	1.2	1	1	0.9	-50	-1
CCOC(=O)C1CCCN(C(=O)c2cc(Cl)ccc2NC(=O)C2=C(C)OCCS2)C1 (configuration not stated)	-5	1	1.2	2	1	-1.4	1	-2
CCOC(=O)C(C)N1C(=O)S/C(=C/c2cc(C)n(-c3ccccn3)c2C)C1=O (configuration not stated)	-1	-208	1.1	-31	3	6.9	-20	-5
Cc1sc2ncnc(SCc3ccc(C(=O)O)cc3)c2c1C	-6	-6	1	1	-34	-4.6	-4	-7
c1ccc(C[n+]2ccc3ccccc3c2)cc1	-1	-18	1.1	6	-9	0.7	1	1
COC(=O)[C@@H]1C[C@H]2CC[C@H](O)C[C@H]2N1Cc1ccc(C(F)(F)F)cc1	-9	-19	0.92	-10	-6	-1.3	-6	-3
Cc1ccc(S(=O)(=O)N(C)C)cc1NC(=O)COC(=O)Cc1ccsc1	-9	-41	0.96	-4	13	-0.1	3	0
COc1ccc(OC)c(C(=O)c2coc3ccc(O)c(CN(C)C)c23)c1	1	15	1.1	1	19	1.0	-18	-1
CCOc1ccccc1NC(=O)C(=O)CC(=O)c1cccc(OC)c1	9	10	0.99	-3	-19	3.6	-6	1
CC(C)(C)c1ccc(OCCCCCCN2CCNCC2)cc1	15	13	1.2	0	7	7.0	-7	-1
C[C@@H]1COC(=O)[C@H](Cc2ccc(F)cc2)C/C=C\C[C@@H](CC(=O)NCCO)C(=O)N1	1	13	0.82	1	-8	-1.9	0	-2
CC(C)[C@H](NC(=O)c1c(F)cccc1F)C(=O)N1CCN(c2ccc(F)cc2)CC1	0	13	0.89	-2	-7	-1.0	-3	2
O=C(NCCCN1CCCC1)c1ccc2c(Cl)c3c(nc2c1)CCCC3	2	22	1.1	-3	11	0.2	11	-3
COC(=O)c1ccc(N2OC3(C)C=CC2CC3)cc1 (configuration not stated)	1	17	1.1	1	-13	-9.3	-7	-1
COC(=O)Cn1c(SCc2ccccc2)nc2ccccc21	-6	20	1.1	1	7	1.0	-4	2
COc1ccccc1-n1cnnc1SCC(=O)N1CCN(S(=O)(=O)c2ccccc2)CC1	-10	17	1.1	1	4	0.2	-19	-8
O=S(=O)(NCc1ccc2c(c1)OCO2)c1ccc2c(c1)oc1ccccc12	2	5	0.72	-1	31	15	3	-6
O=C(CSc1nnc(-c2ccccc2F)o1)N1CCCC1	0	12	0.72	1	-18	-0.6	-23	-5
CN(CC(=O)Nc1ccccc1Cl)C(=O)COC(=O)/C=C/c1cccc(C(F)(F)F)c1	-14	13	0.82	2	79*	0.4	-7	-3
CCC(OCC(O)CN1CCN(CCN2C(=O)c3cccc4cccc(c34)C2=O)CC1)c1ccccc1 (configuration not stated)	-21	-10	0.87	6	5	24	-16	0
Cc1ccc(N(C(=O)CS(=O)CC(=O)Nc2ccc(F)cc2)C(C(=O)NC2CCCCC2)c2ccco2)cc1 (configuration not stated)	1	5	1.1	-24	-16	-0.1	-32	3
CCN(C(=O)COC(=O)/C=C/c1nc2ccccc2s1)c1c(N)n(Cc2ccccc2)c(=O)[nH]c1=O	-29	-116	·	-20	-5	-1.0	·	0
Cc1ccc(-n2c(O)c(C=Nc3ccccc3-c3n[nH]c(=S)[nH]c3=O)c3ccccc3c2=O)cc1C	19	2	1	-94	-22	-0.3	14	-6
CC(=O)Nc1ccc(S(=O)(=O)N2CCSC2c2ccc(Cl)cc2)cc1 (configuration not stated)	-3	5	0.86	3	-6	-0.6	-22	-6
O=C(NCC1CC1)c1ccc2c3n(nc2c1)-c1ccccc1CO3	-9	-224	0.97	-3	0	0.5	82*	1
CN(C)c1nc(N)nc(CSc2nc3cc(Cl)ccc3o2)n1	-3	-2	0.92	0	-9	0.8	-14	-12
CCOC(=O)Cc1cn(C(=O)OC(C)(C)C)c2ccccc12	-1	12	1	0	-7	0.0	-12	1
COc1ccc(OCC(=O)N2c3ccc(C)cc3C3CN(C)CCC32)cc1 (configuration not stated)	4	6	1.1	-3	-11	-0.4	0	-1
CC(Oc1ccc(Br)cc1)C(=O)N1CCC(C(N)=O)CC1 (configuration not stated)	-6	14	0.96	1	-4	-2.4	-9	0
NC(=S)N=Nc1c(O)[nH]c2cc(F)c(F)cc12	-6	30	1.3	3	-1	0.0	-13	-4
O=C1CN(S(=O)(=O)c2cc(C(=O)O)ccc2Cl)c2ccccc2N1	-10	-189	0.94	-46	-4	-0.7	-17	1
N#Cc1c(NC(=O)c2ccccc2Cl)n(Cc2ccccc2)c2nc3ccccc3nc12	52*	-298	·	-30	9	51*	·	7

Sorted by value in PfG6PD inh (falling): three from the list above
Compound | PfG6PD inh
COc1cc(C)c(Cl)cc1S(=O)(=O)NCc1ccccn1 | 10
CCOC(=O)N(C)C[C@@H]1OCc2cnnn2CCCC(=O)N([C@@H](C)CO)C[C@@H]1C | -8
C/C=C/C=N/NC(=O)CN(c1ccc(Br)cc1)S(=O)(=O)c1ccccc1 | -15
